# Siah-1 displacement: blockers of Siah-1 interaction with plectin peptide – biochemical, fluorescence polarization, rhodamine-plectin, uHTS, primary screen (AID 1817). 0.02% of 290,000 active. one-dose displacement, % at 20 µM; IC50 in µM for titrated hits. Siah-1 / rhodamine-plectin peptide fluorescence polarization; higher % means a stronger effect;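 active = displacement of at least 50% at 20 µM, with a fluorescence ratio check between 0.3 and a set limit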;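 note: plate controls were Siah plus tracer with DMSO for no effect and tracer alone without Siah for full effect; strong numbers were not always called active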
# AID2073: disruptors of CaV2.2 binding to Mint1 – biochemical, HTRF (AID 2073); HTRF protein-protein interaction, Mint1-CaV2.2; higher % means a stronger effect; inhibition, % at 20 µM; hits with a dose series show IC50 in µM; 0.19% of 290,000 active; in the data active = inhibition mostly above about 51%, no sharp cut-off; inconclusive = no clear call, values can overlap the other calls; inactive = mostly below about 53%; note: some results filed as inactive read as strong as hits
# M1AAP inhibition: malaria alanyl aminopeptidase activity blockers – biochemical, fluorogenic H-Leu-NHMec substrate, 1536-well (AID 1445); recombinant M1AAP, H-Leu-NHMec fluorogenic kinetic assay; higher % means a stronger effect; one-dose inhibition, % at 30 µM; IC50 in µM for titrated hits; 0.42% of 220,000 active;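 active = primary inhibition above the hit cutoff, then over 50% inhibition at one or more dose response concentrations, cut at about 23% in these data, passing the limit was not always enough; inconclusive = conflicting primary data, or primary hits not chosen for dose response; inactive = low primary inhibition, or under 50% at every dose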;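 note: plate controls were DMSO full reaction for no effect and no enzyme background for full effect; strong numbers were not always called active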
# XIAP displacement: small molecules displacing peptide from XIAP – biochemical, IAP family, fluorescence polarization (AID 1018). XIAP BIR domain, fluorescence polarization peptide displacement; higher % means a stronger effect. displacement, % at 20 µM, or IC50 in µM where a hit was titrated. 0.007% of 200,000 active; in the data active = displacement above about 50%; note: a part of the inactive calls stands beside numbers as strong as those of hits
# Hep lipid drop: hepatic lipid droplet formation modulation; inhibition, % at 6.5 µM; AML12 mouse hepatocytes, oleate lipid droplets, BODIPY imaging; AID 1656; 0.4% of 240,000 active;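 active = lipid droplet intensity inhibited by at least 50%, with more than 500 cells counted; inconclusive = wells with under 300 cells, treated as cytotoxic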
#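 System: AML12 hepatocytes (mouse). Probe or stimulus: oleic acid at 100 µM to induce lipid droplet formation. Times: overnight treatment with compound plus oleate. Detection: Image-based BODIPY and DAPI two-channel analysis. Evaluation: percent inhibition of filter-corrected integrated lipid droplet intensity per well.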
# LYP inhibition: PTPN22 lymphoid phosphatase activity blockers – biochemical, fluorescence intensity, uHTS (AID 1779); recombinant LYP phosphatase, fluorescence intensity; higher % means a stronger effect; one-dose inhibition, % at 11.5 µM; IC50 in µM for titrated hits; 0.054% of 290,000 active;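 note: plate controls were vehicle with enzyme for no effect and no enzyme for full effect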
# M17LAP inhibition: P. falciparum M17LAP inhibitors, primary screen, biochemical, fluorogenic H-Leu-NHMec substrate, 1536-well (AID 1619) | recombinant M17LAP, H-Leu-NHMec fluorogenic kinetic assay; higher % means a stronger effect | inhibition, % at 30 µM; hits with a dose series show IC50 in µM | 0.38% of 220,000 active;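 active = compound inhibiting the enzyme by more than half at any dose during confirmatory dose-response retesting; inconclusive = strong single-dose inhibitors picked by rank but not retested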;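 note: plate controls were full reaction with DMSO carrier for no effect and no enzyme background for full effect; strong numbers were not always called active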
# NOD2 inhibition: inhibition of NOD2-driven NF-kB reporter – cell-based, luminescence, uHTS, HEK293 (AID 1566); HEK293 NOD2/NF-kB luciferase reporter, luminescence; higher % means a stronger effect; inhibition, % at 4 µM, or EC50 in µM where a hit was titrated; 0.63% of 290,000 active; note: many of its hits are not listed in these tables
# CSM14.1 death rescue: protection against thapsigargin-triggered cell killing – 384-well, CSM14.1, ATP luminescence, primary screen (AID 1222) | 190,000 tested, under 10 active | one-dose cellular ATP content (survival), % at 20 µM; EC50 in µM for titrated hits | CSM14.1 thapsigargin-induced death rescue, ATP luminescence; higher % means a stronger effect;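 active = EC50 below 50 µM in the dose-response confirmation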;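 note: death triggered by thapsigargin at about 15 µM added after 2 h compound pretreatment; cell ATP read after overnight thapsigargin exposure of roughly 18 to 22 hours; normalized against plate controls of thapsigargin alone and 5% DMSO vehicle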
# Hep lipid drop cells 6.5 µM: recorded beside Hep lipid drop, whose call it bears; cell count; measured here: cell count, cytotoxicity flag;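 cells counted across two imaged fields per well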
# * marks the source's active call; other numbers are inactive results; ? = inconclusive; . = no result given. Cut-off read from the data, not from the text of the source, unless noted: active = inhibition above about 50%; inactive = the rest. The list is partial; count on the stated rates, not on these rows.
Molecule	Siah-1 displacement	CSM14.1 death rescue	LYP inhibition	XIAP displacement	Hep lipid drop cells 6.5 µM	AID2073	Hep lipid drop	M17LAP inhibition	M1AAP inhibition	NOD2 inhibition
CCCC[C@@H](CN[C@H](C)CNC)NCC1CCC(C(C)(C)C)CC1 (stereo partly specified)	0.9%	.	-9.9%	.	767	8.2%	1.2	.	.	12.6%
Cc1cnc(NC(=O)CCNC(=O)c2ccccc2Cl)s1	2.4%	1.5%	-7.0%	-5.3%	718	-8.2%	-11.8	-2.4%	2.5%	-10.1%
COc1cc(C)c(S(=O)(=O)NC2CC(C)(C)NC(C)(C)C2)cc1C	1.7%	2.9%	-11.0%	-3.3%	808	0.4%	0.3	-1.3%	-4.2%	-8.0%
Cn1c(SCC(=O)Nc2cc(Cl)cc(Cl)c2)nnc1-c1ccc2nonc2c1	8.7%	.	-7.0%	.	700	7.4%	-0.9	7.6%	5.5%	-83.7%
Fc1ccccc1NC(=S)N1CCN(c2ccccn2)CC1	-0.2%	-5.4%	-5.5%	-14.3%	670	-44.7%	-3.5	-13.2%	-0.2%	5.0%
N#Cc1cc2cc3c(cc2nc1N1CCCCC1)OCCO3	2.2%	-0.9%	0.3%	-7.3%	.	4.6%	.	-29.6%	6.7%	-37.9%
O=C(CCSc1ccc(Cl)cc1)NCc1ccncc1	-4.2%	-1.8%	-7.0%	-15.9%	689	3.0%	0.1	2.4%	4.7%	-6.8%
Cc1cc(C)n2c(SCC(=O)NC3CCCCC3)nnc2n1	-3.0%	0.9%	-10.9%	-8.3%	778	5.1%	0.5	7.2%	-2.8%	17.8%
Cc1oc(C(C)(C)C)cc1C(N)=O	-6.3%	.	-2.7%	.	738	4.4%	10.8	5.9%	-8.7%	-3.8%
Cc1ccc(-c2ccc(SCC(=O)Nc3cc(C)on3)nn2)cc1	5.4%	-0.4%	-2.0%	-3.2%	690	11.8%	1.0	14.7%	1.6%	-1.0%
C=C(C)C1CC=C(C)/C(=N\NC(=S)Nc2ccc(C)cc2)C1 (stereo unspecified)	0.3%	-1.2%	6.8%	-6.5%	618	-22.5%	23.2	-4.0%	5.9%	-46.9%
CCCn1c(SC2C(=O)CC(C)(C)CC2=O)nc2c1c(=O)n(C)c(=O)n2C	5.1%	1.2%	-7.3%	-8.0%	.	-8.2%	.	0.4%	-3.7%	2.9%
CCOC(=O)c1c(C)[nH]c(C(=O)COC(=O)CCS(=O)(=O)c2ccc(C)cc2)c1C	0.3%	0.6%	7.4%	2.5%	687	0.4%	-8.3	-0.8%	9.6%	1.9%
O=c1[nH]nc(Cc2ccccn2)c2ccccc12	2.4%	0.7%	-8.8%	-5.5%	.	4.4%	.	-2.2%	11.2%	-6.2%
CCC(C)NC(=O)CN(C)S(=O)(=O)c1ccc2c(c1)c(=O)n(C)c(=O)n2C (stereo unspecified)	-4.5%	-0.3%	-8.1%	-8.4%	.	1.0%	.	-6.3%	-4.8%	-0.7%

# (list continues)
Molecule	Siah-1 displacement	CSM14.1 death rescue	LYP inhibition	XIAP displacement	Hep lipid drop cells 6.5 µM	AID2073	Hep lipid drop	M17LAP inhibition	M1AAP inhibition	NOD2 inhibition
COc1cc([N+](=O)[O-])ccc1NC(=O)/C=C/C(=O)O	2.6%	-1.3%	1.9%	-5.0%	735	-5.6%	0.3	25.0%	14.1%	0.4%
Cn1c(N)c(C(=O)c2cc(-c3ccccn3)nc3ccccc23)c(=O)[nH]c1=O	3.9%	-0.5%	-8.0%	-14.6%	.	0.4%	.	12.4%	2.1%	5.5%
CCC(C(=O)O)P(=O)(c1ccc(Cl)cc1)c1ccc(Cl)cc1 (stereo unspecified)	-6.8%	0.4%	-3.7%	-4.3%	614	-9.7%	-10.2	3.1%	-3.4%	12.0%
Cc1cccc(C(C)(C)C)c1OCCOCCN1CCCC1	2.6%	3.0%	-3.4%	-3.1%	637	3.0%	-5.2	3.7%	4.4%	8.7%
Cc1ccc(S(=O)(=O)NNC(=O)CCC(=O)Nc2ccc(C)c(C)c2)cc1	-4.3%	0.5%	0.5%	-1.6%	.	2.0%	.	12.4%	-3.7%	6.0%
COc1ccc2cc(C(=O)C3CCCN(C(=O)Cc4c(C)noc4C)C3)ccc2c1 (stereo unspecified)	5.8%	11.1%	-24.0%	-1.3%	660	18.9%	-5.9	-46.4%	1.6%	4.3%
CCCCS(=O)(=O)NC1=NCN(CC)CN1	-1.2%	-0.6%	-5.2%	-4.6%	.	-6.8%	.	6.9%	5.0%	0.7%
O=C(CCN1CCN(Cc2ccccc2)CC1)NNC(=O)Nc1cccc(Cl)c1	-2.2%	.	-7.1%	.	660	8.4%	-7.5	.	.	14.2%
CCN(CC)c1ccc(-n2c(O)c(C=C3N=c4ccccc4=N3)sc2=S)cc1	1.6%	3.6%	-5.5%	-4.6%	529	2.7%	-41.3	-4.9%	7.3%	15.1%
Cc1cc(C(=O)N2CCCC(N3CCN(c4cccc(Cl)c4)CC3)C2)n(C)n1 (stereo unspecified)	1.2%	.	-6.0%	.	691	7.8%	3.9	.	.	12.1%
Cc1cc(NC(=O)CSc2nnc(Nc3ccccc3F)s2)no1	13.6%	-1.1%	-0.2%	-2.8%	712	9.3%	20.7	0.8%	-3.8%	0.7%
CCOC(=O)C1(CC)CC(CSc2nc3ccccc3[nH]2)OC1=O (stereo unspecified)	4.0%	-1.9%	-2.3%	-11.0%	735	6.3%	-1.1	-1.1%	2.8%	10.6%
COc1ccccc1Nc1nc(Cl)nc(NC(C)(C)C)n1	6.9%	-0.6%	-1.1%	-4.2%	703	-0.9%	-3.4	-4.7%	4.6%	2.4%
O=C(Nc1cc2c(cc1Cl)OCCO2)c1ccco1	3.5%	-2.5%	-3.1%	-3.1%	757	5.5%	6.2	-5.2%	-1.9%	-1.1%
O=C(COc1ccc(S(=O)(=O)N2CCOCC2)cc1)NCc1ccco1	-0.3%	.	-3.9%	.	698	8.7%	4.4	.	.	7.4%

# The list goes on.
Molecule	Siah-1 displacement	CSM14.1 death rescue	LYP inhibition	XIAP displacement	Hep lipid drop cells 6.5 µM	AID2073	Hep lipid drop	M17LAP inhibition	M1AAP inhibition	NOD2 inhibition
O=C(CN(Cc1ccco1)C(=O)CCC(=O)Nc1ccccn1)NCCc1ccccc1	-3.2%	0.6%	-3.2%	-8.7%	.	-4.3%	.	18.8%	2.1%	11.7%
Cc1cc(C(=O)COc2ccc([N+](=O)[O-])cc2)c(C)n1C1CC1	-2.9%	.	-2.4%	.	744	-12.6%	-7.6	7.8%	10.5%	-16.4%
CC(Sc1n[nH]c(N)n1)c1nc2scc(-c3cccs3)c2c(=O)[nH]1 (stereo unspecified)	-9.3%	3.5%	-11.1%	-8.3%	773	-4.5%	0.7	12.2%	2.9%	-19.2%
CC1(C)CC(=O)c2c(O)cc(O)cc2O1	-3.6%	-0.4%	1.6%	-8.4%	775	-5.4%	0.8	12.7%	4.2%	-0.9%
COc1cccc(-n2nnc3c(=O)n(CC(=O)NCC4CCCO4)cnc32)c1 (stereo unspecified)	0.4%	-2.0%	-0.3%	-1.5%	613	1.4%	-0.8	-0.4%	-0.2%	7.6%
CCC1Cc2c(nc(N)c3c(N)nc(N4CCOCC4)c(C#N)c23)O1 (stereo unspecified)	-1.4%	-1.8%	-9.2%	-16.7%	673	31.0%	0.8	-3.9%	10.3%	3.2%
CCOC(=O)c1c(NC(=S)Nc2ccc(OC)cc2)sc2c1CCC2	1.2%	-0.1%	8.1%	-4.9%	615	-8.3%	-1.7	13.1%	10.7%	17.5%
CC1=C(C(N)=O)C(c2sccc2C)n2nnnc2N1 (stereo unspecified)	-5.6%	-1.0%	-8.8%	-1.3%	774	18.7%	-6.9	-23.3%	8.2%	-7.9%
CCN(CC)c1ccc(N=Nc2nn(C)c(C)c2[N+](=O)[O-])cc1	1.3%	-5.7%	-7.7%	-6.4%	580	-25.0%	-1.2	2.7%	10.8%	2.2%
CCCCn1c(SCC(N)=O)nc2sc3c(c2c1=O)CCC3	-2.1%	.	-12.4%	.	774	1.1%	-11.0	.	.	15.4%
CCN(c1ccc(OC)cc1)S(=O)(=O)c1csc(C(N)=O)c1	0.4%	.	-2.2%	.	.	13.1%	.	.	.	-1.9%
CC(C)NC(=O)C(C)n1cccc1C(=O)c1ccccc1 (stereo unspecified)	-4.0%	-0.9%	-1.8%	-2.6%	.	0.6%	.	17.7%	6.7%	4.8%
CCOc1ccccc1NC(=O)c1cc(C(=O)c2cc(Br)ccc2O)coc1=N	-2.1%	-0.6%	4.7%	-3.0%	798	27.6%	1.5	3.4%	1.6%	29.5%
COC(=O)c1c(NC(NC(=O)CC(C)C)C(Cl)(Cl)Cl)sc2c1CCC2 (stereo unspecified)	5.5%	-1.2%	2.3%	-9.2%	610	32.0%	-5.7	6.1%	11.7%	-13.9%
CCCCCCc1ccc(N2C[C@H](C)[C@@H](CC(=O)NCc3ccccc3)C2=O)cc1	-6.3%	.	-7.7%	.	.	11.6%	.	.	.	-53.0%

# Going on with the list.
Molecule	Siah-1 displacement	CSM14.1 death rescue	LYP inhibition	XIAP displacement	Hep lipid drop cells 6.5 µM	AID2073	Hep lipid drop	M17LAP inhibition	M1AAP inhibition	NOD2 inhibition
COc1cccc(OCC(O)CN2CCN(CCO)CC2)c1 (stereo unspecified)	9.1%	-3.9%	-4.1%	-1.5%	665	0.7%	-7.2	-6.0%	7.0%	-8.2%
Cc1nn(-c2cccc([N+](=O)[O-])c2)c(N)c1-c1ccccc1	7.6%	-0.3%	-5.7%	-0.9%	.	10.6%	.	7.5%	10.4%	-27.1%
Cc1ccccc1/C=C1\SC(=S)N(/N=C/c2cc([N+](=O)[O-])ccc2O)C1=O	32.2%	-1.8%	0.0%	-4.5%	755	5.4%	-13.1	15.5%	20.0%	31.1%
O=C(NNC(=O)c1ccc(NC(=O)c2ccccc2)cc1)c1ccccc1	3.8%	-0.3%	-7.8%	-11.9%	684	?	19.7	0.9%	0.3%	3.9%
CC1(C)CC(=O)N(CC(=O)NCc2ccc(F)cc2)c2ccccc2S1(=O)=O	-1.3%	-0.7%	-7.1%	-5.2%	.	-4.0%	.	14.2%	-3.9%	10.3%
COc1ccc(OC)c(NC(=O)CCNC(=O)Cn2cnc3ccccc3c2=O)c1	-8.1%	-0.1%	-3.2%	-3.6%	726	-1.3%	2.0	5.6%	-3.1%	4.0%
Cc1ccc2c(c1)-c1[nH]c(=S)ncc1CS2	-4.4%	.	2.4%	-9.2%	725	33.2%	1.8	2.2%	11.9%	-15.7%
CCOCC(=O)Nc1nnc(SCCOC)s1	4.8%	3.7%	-0.3%	-6.2%	787	1.3%	2.8	0.0%	1.6%	12.9%

# From PubChem
